CHT PAM = human CHT allosteric activation | Q9GZV3 | CHT-expressing cells, membrane potential dye, choline EC20; stronger effect = higher value; LV-AA mutant CHT in HEK293 cells | B-score at 10 µM | hit rate 0.49% among 310,000;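 active = initial fluorescence not abnormally high and integrated response B-score, plate-corrected, over 3 SD above library mean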
Target sequence (Q9GZV3 whole entry, looked up): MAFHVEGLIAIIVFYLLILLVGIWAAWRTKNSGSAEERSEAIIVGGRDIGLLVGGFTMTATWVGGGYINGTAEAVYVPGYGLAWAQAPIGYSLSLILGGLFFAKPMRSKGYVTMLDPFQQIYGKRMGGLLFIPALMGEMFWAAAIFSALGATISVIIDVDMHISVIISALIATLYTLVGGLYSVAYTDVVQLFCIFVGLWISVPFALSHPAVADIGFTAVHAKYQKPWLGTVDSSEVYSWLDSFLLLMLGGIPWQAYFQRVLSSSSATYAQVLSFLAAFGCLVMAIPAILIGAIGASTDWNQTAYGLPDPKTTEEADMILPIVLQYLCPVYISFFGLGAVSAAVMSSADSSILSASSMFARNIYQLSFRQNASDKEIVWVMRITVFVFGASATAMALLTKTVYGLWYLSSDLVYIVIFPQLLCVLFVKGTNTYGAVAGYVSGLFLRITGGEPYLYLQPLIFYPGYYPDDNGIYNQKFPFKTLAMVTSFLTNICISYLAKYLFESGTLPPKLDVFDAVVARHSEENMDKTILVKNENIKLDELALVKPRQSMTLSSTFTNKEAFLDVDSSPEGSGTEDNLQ
CHT inh = inhibitors of human choline transporter CHT. CHT-expressing cells, membrane potential dye, choline response; stronger effect = lower value. hit rate 0.86% among 310,000. Q9GZV3. B-score at 10 µM;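 active = B-score over 3 SD under the library average, and starting fluorescence ratio not unusually high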;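 note: choline stimulus applied at its EC90 after an EC20 pre-addition; B-score computed on integrated fluorescence ratio after choline addition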
* hit, by the source's call; i = inactive.

SMILES	CHT PAM	CHT inh
C=CCNC(=S)N/N=C/c1ccc(OCc2ccccc2)cc1	i	i
O=C(Nc1ccc(Cl)cc1Cl)NC1CCCC1	i	i
CCC(C)[C@H](NC(=O)[C@H](Cc1ccccc1)n1c(=O)[nH]c2ccccc2c1=O)C(=O)N1CCC[C@@H]1C(=O)O (some centres undefined)	i	i
CC1=CC(C)C2C(=O)N(O)C(=O)C2C1 (centres undefined)	i	i
COc1ccccc1N1CCN(/N=C/c2cccc(OC)c2OC)CC1	i	i
CS(=O)(=O)N(CC(=O)NC1CCCCCC1)Cc1ccc(Cl)cc1	i	i
Cc1cccc(-c2noc(CCCC(=O)NC3CCCC3)n2)c1	i	i
O=C1CCCC2=C1C(c1ccsc1)CC(=O)N2c1ccccc1 (centres undefined)	i	i
O=C(O)COCC(=O)N1CCN(C2c3ccccc3-c3ccccc32)CC1	i	i
Clc1ccc(CN2CCCCCC2)cc1Cl	i	i
CCC(C)NCCOCCSc1ccc(Cl)cc1 (centres undefined)	i	i
O=C1CC(O)(C(F)(F)F)Oc2c1ccc1ccccc21 (centres undefined)	i	-8.13*

Filtered by structure, those above with a halogen
SMILES	CHT PAM	CHT inh
O=C(Nc1ccc(Cl)cc1Cl)NC1CCCC1	i	i
CS(=O)(=O)N(CC(=O)NC1CCCCCC1)Cc1ccc(Cl)cc1	i	i
Clc1ccc(CN2CCCCCC2)cc1Cl	i	i
CCC(C)NCCOCCSc1ccc(Cl)cc1 (centres undefined)	i	i
O=C1CC(O)(C(F)(F)F)Oc2c1ccc1ccccc21 (centres undefined)	i	-8.13*

More compounds
SMILES	CHT PAM	CHT inh
O=C(Cc1cccs1)Nc1ccc(-c2nnn(CC(=O)N3CCOCC3)n2)cc1	i	i
CCc1ccc(O)c(N=Cc2cccc(C)c2O)c1	i	i
COc1ccc(N2CCN(c3ccc(N)cc3C#N)CC2)cc1	i	i
COc1ccc(C2=CC(c3ccc(C)cc3)n3nnnc3N2)cc1 (centres undefined)	i	i
O=C(O)CC(CNC(=O)C1CCCN1C(=O)OCc1ccccc1)c1ccccc1 (centres undefined)	i	i
O=C1NCCN1CCNS(=O)(=O)c1ccc(F)cc1	i	i
COc1ccccc1C(=O)COC(=O)c1c(-c2ccccc2)noc1C	i	i
O=C(NCc1ccco1)c1csc2c1CCCCC2	i	i
COc1ccc(C2CC(c3ccccc3OC(C)=O)=NN2C(=O)/C=C/c2ccccc2)cc1 (centres undefined)	i	i
CC(C)CSc1nc2ccccc2n1CC(N)=O	i	i
CCN(CC)C(=O)CSc1ccc(C(F)(F)F)cc1[N+](=O)[O-]	i	i
Cc1cc(NC(=O)CCC(=O)N(Cc2ccc(F)cc2)C(C(=O)NC2CCCC2)c2ccco2)no1 (centres undefined)	i	i

Part of the list above, with bars between the fields.
SMILES | CHT PAM | CHT inh
CCC(C)NCCOCCSc1ccc(Cl)cc1 (centres undefined) | i | i
O=C1CC(O)(C(F)(F)F)Oc2c1ccc1ccccc21 (centres undefined) | i | -8.13*
O=C(Cc1cccs1)Nc1ccc(-c2nnn(CC(=O)N3CCOCC3)n2)cc1 | i | i
CCc1ccc(O)c(N=Cc2cccc(C)c2O)c1 | i | i

More structures:
SMILES	CHT PAM	CHT inh
CCCC(=O)Nc1nnc(SCC(=O)Nc2ccc3c(c2)OCCO3)s1	i	i
CCOC(=O)c1cc(-c2ccc(F)cc2)n(CC(=O)NCc2ccccn2)c1C	i	i
CCOc1ccccc1C1CC(=O)NC2=C1C(=O)CCC2 (centres undefined)	i	i
COc1ccc(OC)c(-n2c(SCC(=O)NCc3ccco3)nnc2-c2c[nH]c3ccccc23)c1	i	i
CCN1CCN(c2ccc(S(=O)(=O)N3CCCCC3)cc2NC(=O)c2ccccc2)CC1	i	i
c1ccc(-n2nnnc2-c2cccnc2)cc1	i	i
CC(=O)Nc1ccc(S(=O)(=O)N2CCN(CC(=O)N3CCOCC3)CC2)cc1	i	i
CC(C)C[C@@H]1NC(=O)[C@H](C(C)C)NC(=O)c2cc([N+](=O)[O-])cc(I)c2OCC[C@@H](C(N)=O)NC1=O	i	i
COCc1cc(=O)[nH]c(SCC(=O)N2CCOCC2)n1	i	i
COc1cc(/C=C/c2ccc3c(Br)cc(Br)c(O)c3n2)ccc1O	i	i
O=C(NCCCN1CCN(c2ccccc2F)CC1)C1CCC(=O)N1C1CCCC1 (centres undefined)	i	i
C/C(=N\NC(=O)c1ccn(C)n1)c1ccco1	i	i
COCCCN=Cc1c(C)[nH]n(-c2ccc(Br)c(C)c2)c1=O	i	i
Cc1ccc(-n2nnnc2Sc2nc([N+](=O)[O-])nn2C)cc1C	i	i
CCCc1cc(C(=O)N2CCCN(C)CC2)cs1	i	i
Cc1ccc(C)c(S(=O)(=O)NCc2cccnc2)c1	i	i
O=c1[nH]c2ccsc2c(=O)n1-c1ccc(F)cc1	i	i
O=CN1CCN(C(=O)c2ccc([N+](=O)[O-])cc2)CC1	i	i
CCn1c(C)nc2cc(S(N)(=O)=O)ccc21	i	i
C=CCNC(=O)CSc1nc2sc3c(c2c(=O)n1CCCOC)CCC3	i	i
CC(C)N(C(=O)CC1ON(C)C(=O)N1c1ccc(Cl)cc1)C(C)C (centres undefined)	i	i
CCN1C(=O)[C@H]2[C@@H](c3ccc(OC)cc3)N3C(=O)CN(CCOC)C(=O)[C@@]3(C)[C@H]2C1=O	i	i
CCc1cc2c(SCC(=O)NC3CCS(=O)(=O)C3)ncnc2s1 (centres undefined)	i	i
CCOC(=O)N1CCC(NC(=O)c2cc(C)c3c(C)nn(-c4ccccc4)c3n2)CC1	i	i

Molecules above that have a CF3 group (2):
SMILES	CHT PAM	CHT inh
O=C1CC(O)(C(F)(F)F)Oc2c1ccc1ccccc21 (centres undefined)	i	-8.13*
CCN(CC)C(=O)CSc1ccc(C(F)(F)F)cc1[N+](=O)[O-]	i	i

The results go on:
SMILES	CHT PAM	CHT inh
O=C(c1ccc(C(F)(F)F)cc1)C1CCCN(C(=O)CCc2cnccn2)C1 (centres undefined)	i	i
O=C(CNc1ccc2ccccc2c1)N/N=C/c1ccc([N+](=O)[O-])o1	i	i
C=CCOc1cccc(C2C(C(=O)c3ccc(C)o3)=C(O)C(=O)N2CCCn2ccnc2)c1 (centres undefined)	i	i
O=C(NCC1CCCO1)C1c2ccccc2C(=O)N1C1CCCCCC1 (centres undefined)	i	i
CCc1ncc(CN2CCCC(C(=O)Nc3cccc(-c4ccc(F)cc4)c3)C2)cn1 (centres undefined)	i	i
CC(C)NC(=O)C(c1ccc(F)cc1)N(C(=O)CCC(=O)Nc1ccccn1)C1CCCCC1 (centres undefined)	i	i
Cc1ccccc1C(=O)N1CCc2cc(-c3csc(NC(=O)CN4CCCC4)n3)ccc21	i	i
COc1ccc(C(=O)NCc2nnc(SCC(=O)NCCc3ccccc3)o2)cc1	i	i
Cc1ccc(N2C(=O)CC(n3ccnc3)C2=O)cc1C (centres undefined)	i	i
COc1ccc(N2CCN(S(=O)(=O)c3c(C)nc4scc(C)n4c3=O)CC2)cc1	i	i
CC1CCCC(C)N1S(=O)(=O)c1ccc(S(=O)(=O)N2CCOCC2)cc1 (centres undefined)	i	i
CCOC(=O)c1c(NC(=O)CSc2ncccn2)sc(C(=O)NC)c1C	i	i
COc1ccccc1CNC(=O)CN1C(=O)C(C)N(c2ccc(C)cc2)C1=O (centres undefined)	i	i
COc1ccc(C)cc1S(=O)(=O)N(CC(=O)Nc1ccc2c(c1)OCCO2)Cc1ccccc1	i	i
Cc1ccc(-n2cc(CN3CCN(Cc4nccn4C)CC3)c(-c3cccc(C)c3)n2)cc1	i	-5.63*
COC(=O)CNC(=O)C1CCCN1C(=O)OC(C)(C)C (centres undefined)	i	i
Cc1cc(CC(=O)O)c2oc(-c3ccoc3)cc(=O)c2c1	i	i
CCOC(=O)C1=c2s/c(=C\c3ccncc3)c(=O)n2C(N)=C(C(=O)OC)C1c1ccncc1 (centres undefined)	i	i
Cc1c(NC(=O)Nc2cccc([N+](=O)[O-])c2)c(=O)n(-c2ccccc2)n1C	i	i
COc1cccc(/C=N\n2c(C)nnc2C)c1OC	i	i
COc1ccc(OCCOC(=O)c2cccs2)cc1	i	i
CCc1nc2ccccc2n1Cc1ccc(F)cc1	i	i
CCCC(=O)NCCCc1nc2ccccc2n1CCC	i	i
O=C(NCCCN1CCC(Cc2ccccc2)CC1)C1CC(=O)N(C2CCCCCC2)C1 (centres undefined)	i	i
CCc1nnc(NS(=O)(=O)c2ccc(NC(=S)NC(=O)/C=C/c3ccc(OC)cc3)cc2)s1	i	i
Cc1ccc(-n2[nH]c(=O)c(-c3ccccn3)c2C)cc1	i	i
C[C@@H]1NC(=O)c2cc([N+](=O)[O-])cc(I)c2OCC[C@@H](C(=O)NC(CC(=O)O)C(N)=O)NC(=O)[C@H](CCC(=O)O)NC1=O (some centres undefined)	i	i
Cc1ccccc1C(=O)N1CCC(C(=O)Nc2nc3ccc(F)cc3s2)CC1	i	i
COc1ccc(C(CC(=O)O)NC(=O)Cc2ccccc2)cc1 (centres undefined)	i	i
COc1ccc(-c2nc3c(=O)n(C)c(=O)[nH]c3n2CCc2ccccc2)cc1	i	i
Cc1ccc(NC(=O)N2CCN(C(=O)c3ccco3)CC2)cc1Cl	i	i
Cc1ccccc1NC(=S)NCc1ccco1	i	i
CC(C)(C)NC(=O)c1cccc2c1C(=O)c1ccccc1-2	i	i
O=C(NCCOc1ccccc1)c1ccccc1Cl	i	i
CC1CCN(CC(=O)Nc2nccs2)CC1	i	i
Cc1ccc(NC(=O)/C(CN(C)C)=N\O)cc1	i	i

Entries of single compounds, looked up by structure. Order of screens: CHT PAM, CHT inh
COc1ccc(-c2nc3c(=O)n(C)c(=O)[nH]c3n2CCc2ccccc2)cc1 across the screens: i, i
CCc1nnc(NS(=O)(=O)c2ccc(NC(=S)NC(=O)/C=C/c3ccc(OC)cc3)cc2)s1 across the screens: i, i
COc1ccc(C(CC(=O)O)NC(=O)Cc2ccccc2)cc1 (centres undefined) across the screens: i, i
Cc1ccc(NC(=O)N2CCN(C(=O)c3ccco3)CC2)cc1Cl across the screens: i, i
Cc1ccc(-n2[nH]c(=O)c(-c3ccccn3)c2C)cc1 across the screens: i, i

Continued:
SMILES	CHT PAM	CHT inh
O=C(Nc1ccc([N+](=O)[O-])cc1Br)c1cccnc1	i	i
CCC1(c2ccccc2)NC(=O)N(CC(=O)Nc2cc(S(=O)(=O)N3CCOCC3)ccc2OC(C)C)C1=O (centres undefined)	i	i
COc1ccc(-c2c3c(=O)n(C)c(=O)n(C)c3cn2-c2cccc(OC)c2)cc1	i	i
COc1ccc(CCNC(=O)c2sc3cc(C)ccc3c2Cl)cc1	i	i
O=C(c1ccc2c(c1)OCO2)N(Cc1ccco1)C1(C(=O)NC2CCCCC2)CCCCC1	i	i
Cc1cc(NC(=O)CSc2nnc(CNC(=O)c3ccccc3)o2)no1	i	i
COc1ccc(NC2(c3ccc(Cl)cc3)C(=O)c3ccccc3C2=O)cc1	i	i
Cc1ccc(C(=O)Nc2ccc(Nc3ccccc3)cc2)c(Cl)c1	i	i
O=C(CCc1nnc(Cc2ccc3c(c2)OCO3)o1)NCCc1ccccc1Cl	i	i
O=C(CSc1nc2cc(Cl)ccc2s1)c1cc2ccccc2o1	i	i
Cc1cc(O)c(NC(=O)c2ccc(C)c([N+](=O)[O-])c2)cc1C	i	i
CCCCNC(=O)COC(=O)c1ccc(N(C)C)cc1	i	i
O=C(O)CN1C(=O)CCS(=O)c2ccccc21 (centres undefined)	i	i
COC(=O)c1cccc(OCC(O)Cn2cnc3cc(C)c(C)cc32)c1 (centres undefined)	i	i
CSc1cccc(NC(=O)CN(c2cccc(C)c2)S(C)(=O)=O)c1	i	i
Cc1ccnc(Nc2nc3ccccc3o2)n1	i	i
O=C(O)CCCc1nc2ccccc2s1	i	i
O=C(Nc1ccccc1C(=O)N1CCN(Cc2ccccc2)CC1)c1ccccc1	i	i
C=CCOc1cccc(CNCc2ccncc2)c1	i	i
O=C(Cn1cc(C(F)(F)F)cc(Cl)c1=O)Nc1ccc(N2CCOCC2)cc1	i	i
Cc1cc(C(=O)OCC(=O)NNC(=O)c2cccs2)ccc1[N+](=O)[O-]	i	i
Cn1ncc([N+](=O)[O-])c1C(=O)Nc1ccccc1C(=O)O	i	i
CN=C1SC(CC(=O)Nc2cc(Cl)ccc2Cl)C(=O)N1C (centres undefined)	i	i
Oc1ccc(-c2nnc(-c3ccccc3)c(-c3ccccc3)n2)cc1	i	i
CC(/C=C/c1ccccc1)=N\NC(=O)CSc1ccccn1	i	i
C/C(=N\Nc1nccnc1Cl)c1ccc(Cl)c(Cl)c1	i	i
O=C(NCCCN1CCOCC1)c1ccc(-c2ccc(Cl)cc2)o1	i	i
O=c1c(Br)c(N2CCCC2)cnn1-c1ccccc1	i	i
CC(C)(C)NC(=O)NC(=O)CN1CCN(S(=O)(=O)c2ccc3c(c2)OCCO3)CC1	i	i
CC(C)(C)OC(=O)C(C)(C)Sc1nnc(N)s1	i	i
CCCCC(=O)Nc1cccc(NC(=O)c2cccnc2Cl)c1	i	i
Cc1c(Cl)cccc1NC(=O)CCN1CCCC(C)C1 (centres undefined)	i	i
Nc1nc(SCC(=O)Nc2ccc(Cl)cc2C(F)(F)F)n[nH]1	i	i
CCc1ccc(C(=O)Nc2ccc(C)c(NS(C)(=O)=O)c2)cc1	i	i
CCCC12CN3CC(C)(CN(C1)C31CCCCC1)C2=O	i	i
Cc1cccc(N(Cc2cc(=O)[nH]c3ccccc23)C(=O)CCl)c1	i	i
O=C(NCCCN1CCCC1=O)c1cccc(NS(=O)(=O)c2ccc(Br)cc2)c1	i	i
Cc1nc(C(=O)NNC(=O)c2ccccc2)c(C(F)(F)F)o1	i	i
CC1(C)NC(=O)N(Cc2cc(=O)n3ccsc3n2)C1=O	i	i
COc1ccc(C2=NN(C(N)=S)C(c3ccco3)C2)cc1 (centres undefined)	i	i
Clc1ccc2c(c1)c1ccccc1n2CN1CCOCC1	i	i
CCCCSc1nnc(-c2cc(Br)ccc2N)c(=O)[nH]1	i	i
COc1cc(NC(=O)Cn2nc(C(F)(F)F)c3c2CCCC3)cc(OC)c1OC	i	i

High-throughput results: PubChem BioAssay, Johns Hopkins Ion Channel Center
